# High-throughput results deposited in PubChem by several laboratories.
# LMPTP block: LMPTP (human) inhibition; P24666; recombinant LMPTP-A, OMFP fluorogenic substrate, fluorescence intensity; inhibition, % at 20 µM; hit rate 0.22% among 360,000; AID 651560;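 active = compounds that cut the enzyme signal by at least half of the control window in the single-dose screen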;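 note: plate controls were DMSO wells with enzyme plus substrate for no effect and substrate without enzyme for full effect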
#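 Test system – LMPTP-A phosphatase enzyme · Quantity – 0.625 nM LMPTP-A final · Reagent – OMFP substrate, 400 µM final · Dosing – one test concentration per compound, 20 µM, with 3% DMSO overall · Timing – 50 min enzyme reaction at room temperature, protected from light · Detection – fluorescence intensity · Controls – substrate-only low control, DMSO enzyme-plus-substrate high control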
# STEP inh: inhibitors of human striatal-enriched phosphatase STEP; P54829; recombinant STEP, OMFP fluorogenic substrate, fluorescence; inhibition, % at 20 µM; hit rate 0.25% among 360,000;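 active = inhibition at 20 µM, scaled per plate between control wells, above about 37%, limit read from the data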;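 note: 0% = DMSO with enzyme and substrate and 100% = substrate only without enzyme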
#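 Measure: Control-normalized % inhibition with plate pattern correction | Test system: STEP phosphatase, cell-free reaction | Medium: pH 6.0 Bis-Tris with DTT and Tween 20 | Technique: Fluorescence, 480/540 nm | Times: Reaction 20 min, ambient temperature | Doses: Single compound dose of 20 µM, 1% DMSO final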
# Scp1 inh: blocks human Scp-1 phosphatase activity | hit rate 0.88% among 340,000 | Recombinant Scp1, phosphopeptide, malachite green phosphate absorbance | AID 493091 | inhibition, % at 20 µM | Q9GZU7;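 active = inhibition above about 50% at 20 µM, limit read from the data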;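 note: plate controls were DMSO wells with enzyme for no effect and wells lacking enzyme for full effect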
# Target sequence (Q9GZU7 76-261 limits assumed): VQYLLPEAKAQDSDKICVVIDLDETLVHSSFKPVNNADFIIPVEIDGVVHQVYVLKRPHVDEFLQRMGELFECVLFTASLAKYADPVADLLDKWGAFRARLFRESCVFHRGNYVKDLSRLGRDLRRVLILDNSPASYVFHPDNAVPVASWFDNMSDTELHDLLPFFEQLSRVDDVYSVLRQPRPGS
#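 System: truncated SCP-1 phosphatase (76-261aa); medium: Tris acetate buffer pH 5.5 with MgCl2 and Tween-20; incubation: 45 min room-temperature reaction, 5 min colour, 30 min stabiliser; compound: single 20 µM dose, 1% DMSO; reagent: Phosphorylated 17-residue peptide substrate; read-out: % inhibition at 20 µM; technique: colorimetric free-phosphate detection, absorbance 630 nm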
# SUMO1-SIM PPI: alters human SUMO1 binding to SIM partners. P63165. SUMO1 binding to a labelled peptide, TR-FRET, 1 h. inhibition, % at 20 µM. hit rate 0.33% among 360,000. AID 602429; in the data active = inhibition above about 37%
# NRP1-CendR mod: modulators of CendR peptide binding to human neuropilin-1. AID 602438. O14786. FAM-RPARPAR peptide binding to NRP-1, fluorescence polarization. hit rate 0.85% among 360,000. inhibition, % at 25 µM;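 active = inhibition or corrected inhibition above about 18%, plus a signal ratio from 0.5 to 1.5, limit read from the data, passing the limit was not always enough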; note: strong numbers were not always called active
# TbMetRS inhib: blocks T. brucei methionyl-tRNA synthetase activity | purified T. brucei MetRS, ATP depletion, Kinase-Glo luminescence | inhibition, % at 11.9 µM | hit rate 0.4% among 360,000 | AID 624268;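 active = inhibition above a per-plate cutoff of the control wells' mean inhibition plus 3 SD, cut at about 5.5% in these data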;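 note: 0% = DMSO wells median and 100% = median of wells with control inhibitor compound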
#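 Dosing: 11.9 µM compound single dose, 0.9% DMSO; Assay system: purified T. brucei MetRS enzyme; Measured by: Kinase-Glo luciferase luminescence reporting remaining unconsumed ATP; Schedule: 15 min plus 2 h at 25 °C.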
# MsrA inh: bovine MsrA inhibition. AID 651718. purified bovine MsrA, absorbance read-out. inhibition, % at 15.5 µM. hit rate 0.75% among 360,000; in the data active = inhibition above about 4.5%;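 note: 0% = vehicle wells with enzyme and 100% = reference inhibitor wells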
# DNMT1 block: blocks human DNA methyltransferase DNMT1 | DNMT1 molecular beacon, Hinp1I cleavage, fluorescence | inhibition (reported as % activation of signal), % at 10 µM | hit rate 0.83% among 360,000 | AID 588458; in the data active = inhibition above about 50%
# MsrA act: activators of bovine methionine sulfoxide reductase A; activation, % at 10.6 µM; hit rate 0.3% among 360,000; AID 602163; purified bovine MsrA, absorbance read-out; in the data active = activation above about 7.5%;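 note: 0% = vehicle and 100% = reference activator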
# E coli Lon inh: inhibits E. coli Lon protease; P0A9M0; purified E. coli Lon protease, fluorescence polarization; inhibition, % at 7.94 µM; hit rate 0.42% among 360,000; AID 602123; in the data active = inhibition above about 13%, passing the limit was not always enough;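 note: 0% = enzyme with probe and DMSO and 100% = no enzyme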
# Target sequence (P0A9M0 whole entry, looked up): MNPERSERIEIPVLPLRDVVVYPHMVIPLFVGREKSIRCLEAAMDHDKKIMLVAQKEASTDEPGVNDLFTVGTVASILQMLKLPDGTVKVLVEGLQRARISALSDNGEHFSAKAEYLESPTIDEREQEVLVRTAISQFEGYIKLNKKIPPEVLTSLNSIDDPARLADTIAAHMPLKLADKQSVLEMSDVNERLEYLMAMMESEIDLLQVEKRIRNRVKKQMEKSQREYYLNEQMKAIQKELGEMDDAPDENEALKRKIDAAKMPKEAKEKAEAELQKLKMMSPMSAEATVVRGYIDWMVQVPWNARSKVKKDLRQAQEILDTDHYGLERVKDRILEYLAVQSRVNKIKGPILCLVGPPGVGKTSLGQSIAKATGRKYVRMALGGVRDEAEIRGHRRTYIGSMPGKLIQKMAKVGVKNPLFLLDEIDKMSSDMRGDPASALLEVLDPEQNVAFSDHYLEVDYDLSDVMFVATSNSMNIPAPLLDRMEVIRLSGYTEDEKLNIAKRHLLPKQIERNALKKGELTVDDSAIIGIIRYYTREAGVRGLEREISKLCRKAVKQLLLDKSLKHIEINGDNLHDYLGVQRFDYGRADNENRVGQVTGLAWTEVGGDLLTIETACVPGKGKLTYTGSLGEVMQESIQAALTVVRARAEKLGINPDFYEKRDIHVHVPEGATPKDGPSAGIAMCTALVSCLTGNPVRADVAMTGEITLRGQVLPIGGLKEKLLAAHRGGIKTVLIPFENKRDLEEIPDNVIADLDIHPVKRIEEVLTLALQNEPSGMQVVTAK
# The depositor's hits bear a star; x = not tested or not shown.
1. Nc1ccc(CC(N)c2csc(Nc3nncc4ccccc34)n2)cc1 (centres undefined)
2. CC1CC(C)CN(C(=O)c2ccc(S(=O)(=O)N3CCCCC3)cc2)C1 (centres undefined)
3. Cc1c(C(=O)O)nn(-c2cccc(C(F)(F)F)c2)c(=O)c1C#N
4. CCOC(=O)c1c(S(=O)(=O)NCC(=O)Nc2ccc(C)cc2)c(C)n(C)c1C
5. CN(C(=O)c1cccc(N2C(=O)C3CC=CCC3C2=O)c1)C1CCCCC1 (centres undefined)
6. O=C(OCc1nnc(-c2ccc(Cl)cc2)o1)C12CC3CC(CC(O)(C3)C1)C2
7. CCN(Cc1ccc(OC)c(F)c1)C(=O)CCl
8. CN1CCc2nc(NC(=O)c3cccc(OC(F)F)c3)sc2C1

Compound	1	2	3	4	5	6	7	8
LMPTP block	-1.9	-0.5	-2.6	-0.5	-0.2	-0.7	-1.5	-0.4
STEP inh	2	0	-2	2	-2	-1	1	3
Scp1 inh	x	-2	0	-5	-6	-4	-4	6
SUMO1-SIM PPI	-10	-5	-27	2	-3	-3	2	-11
NRP1-CendR mod	0	3	-12	9	1	-6	-3	-75
TbMetRS inhib	-0.1	-0.5	0.2	-0.1	-0.7	-0.4	0.1	-0.5
MsrA inh	2.8	-1.3	1.7	0.7	0.7	-0.3	-0.1	2.0
DNMT1 block	-7	-1	1	2	0	-3	2	-13
MsrA act	0	-3	-4	-2	-1	-3	-2	-6
E coli Lon inh	3	-12	-15	9	-9	-7	1	-19

# Structures above containing a carbonyl joined to an NH by a bond outside any ring, in the order listed:
4. CCOC(=O)c1c(S(=O)(=O)NCC(=O)Nc2ccc(C)cc2)c(C)n(C)c1C
8. CN1CCc2nc(NC(=O)c3cccc(OC(F)F)c3)sc2C1

Compound	4	8
LMPTP block	-0.5	-0.4
STEP inh	2	3
Scp1 inh	-5	6
SUMO1-SIM PPI	2	-11
NRP1-CendR mod	9	-75
TbMetRS inhib	-0.1	-0.5
MsrA inh	0.7	2.0
DNMT1 block	2	-13
MsrA act	-2	-6
E coli Lon inh	9	-19

# Other compounds follow.
9. CC1CCC(C(C)C)C(NC(=O)c2ccncc2)C1 (centres undefined)
10. O=C(CSCc1c(F)cccc1Cl)NCCc1ccccc1
11. CC(CC(=O)Nc1ccc(S(=O)(=O)Nc2ncccn2)cc1)c1ccccc1 (centres undefined)
12. O=C(Nc1ccc(Cl)cn1)c1cc2ccccc2o1
13. Cn1c(NCc2ccc3occc3c2)nc2cc(-c3ccc(F)cc3)sc2c1=O
14. CCOc1cc(N2CCOCC2)c(OCC)cc1NC(=O)c1ccc(F)c(S(=O)(=O)N2CCOCC2)c1
15. CCOC(=O)c1cnc(-n2nc(C)cc2C)nc1NCc1ccccc1
16. N#C/C(=C\c1c(Oc2ccc(Cl)cc2)nc2ccccn2c1=O)C(=O)NC1CCS(=O)(=O)C1 (centres undefined)

Compound	9	10	11	12	13	14	15	16
LMPTP block	-1.0	-2.0	-0.2	-0.3	1.9	0.9	3.9	-0.5
STEP inh	1	0	3	2	-2	0	4	-1
Scp1 inh	x	9	-7	0	x	4	-4	-2
SUMO1-SIM PPI	-4	-1	4	-1	-9	-7	1	-37
NRP1-CendR mod	-10	-3	-7	-16	6	8	1	-5
TbMetRS inhib	-0.2	-1.5	-0.2	-2.6	-0.1	-0.4	-1.5	-0.6
MsrA inh	x	-0.6	0.5	0.8	0.2	1.5	-0.6	1.5
DNMT1 block	-4	0	3	3	-6	4	3	1
MsrA act	-2	-7	0	-9	1	-3	-13	-8
E coli Lon inh	-3	-2	6	0	3	-6	-2	4

17. COc1cccc(-c2nc(CS(=O)CC(=O)NCc3ccccc3)c(C)o2)c1 (centres undefined)
18. COc1ccc(CNCCS(=O)(=O)NN2CCOCC2)cc1
19. COc1ccc(NC(=O)NNC(=O)COc2ccc3cc(Br)ccc3c2)c(OC)c1
20. COc1cc(/C=C/CN2CCN(Cc3ccc(C)o3)C(CCO)C2)ccc1O (centres undefined)
21. c1ccc(NC2=Nc3ccccc3CC2)cc1
22. Cc1ccc(-c2c(C(=O)O)c3ccccc3[nH]c2=O)cc1
23. COc1ccc(N/C=C2\C(=O)CCc3c2oc2cc(Cl)c(O)c(Cl)c32)cc1
24. CN(C(=O)CCc1nc2ccccc2s1)c1ccccc1

Compound	17	18	19	20	21	22	23	24
LMPTP block	-1.3	-2.6	-0.2	2.2	-0.5	-0.7	1.9	-1.7
STEP inh	-2	1	-1	0	-3	-1	-5	4
Scp1 inh	-14	-4	-5	-2	-3	-4	-14	-8
SUMO1-SIM PPI	5	-3	-81	-2	1	2	16	-3
NRP1-CendR mod	8	-6	6	4	-27	-3	-168	-15
TbMetRS inhib	0.2	-1.1	0.3	-0.9	1.5	-0.1	-0.3	0.6
MsrA inh	2.8	0.1	0.3	0.0	-0.6	1.7	0.5	0.8
DNMT1 block	0	3	47	-3	-1	2	7	0
MsrA act	-2	5	-2	-6	0	2	-2	-3
E coli Lon inh	-13	-6	-6	-9	-2	-6	-5	-9

# The final two compounds of the section before come first, to join the parts.
nr | SMILES | LMPTP block | STEP inh | Scp1 inh | SUMO1-SIM PPI | NRP1-CendR mod | TbMetRS inhib | MsrA inh | DNMT1 block | MsrA act | E coli Lon inh
23 | COc1ccc(N/C=C2\C(=O)CCc3c2oc2cc(Cl)c(O)c(Cl)c32)cc1 | 1.9 | -5 | -14 | 16 | -168 | -0.3 | 0.5 | 7 | -2 | -5
24 | CN(C(=O)CCc1nc2ccccc2s1)c1ccccc1 | -1.7 | 4 | -8 | -3 | -15 | 0.6 | 0.8 | 0 | -3 | -9
25 | COc1cc(/C=N/NC(=O)c2ccc(CSc3nncn3C)cc2)cc(OC)c1O | 0.3 | 3 | -9 | -8 | 0 | -0.7 | 5.0* | 2 | -10 | 3
26 | O=C(O)C1CCCN1S(=O)(=O)c1cc(Cl)ccc1Cl (centres undefined) | -3.3 | 2 | -1 | 3 | 17 | -0.2 | 0.3 | 1 | -1 | 3
27 | CC(C)OC(=O)/C(=C\C=C\c1ccccc1)NC(=O)c1ccccc1 | 1.4 | -2 | -6 | -12 | 2 | -0.6 | 3.8 | -3 | -5 | 4
28 | CCc1ccccc1NC(=O)CN(C)Cc1nc(N)nc(Nc2ccccc2C)n1 | -1.2 | -8 | -4 | 0 | 6 | -0.8 | 0.3 | -1 | -2 | -3
29 | CCc1ccc2nc(NC(=O)C3CSC4(C)CCC(=O)N34)sc2c1 (centres undefined) | 0.4 | 0 | -5 | 0 | -3 | 0.1 | -0.9 | -1 | -1 | 1
30 | CC(C)OC(=O)c1nn2c(C(F)(F)F)cc(-c3ccc(Br)o3)nc2c1Br | -0.6 | -3 | -4 | 4 | -8 | -1.0 | 0.7 | 6 | 1 | 6
31 | Nc1ccn(Cc2cccc(Cl)c2)n1 | 0.7 | 0 | -1 | 1 | -5 | 0.0 | 0.2 | 0 | -8 | -3
32 | COc1ccc(OC)c(Nc2nc(-c3sc(C)nc3C)cs2)c1 | 1.8 | -5 | -6 | -5 | 0 | 0.2 | 0.0 | -18 | -4 | 0

# In another format: four of the compounds above
(6) O=C(OCc1nnc(-c2ccc(Cl)cc2)o1)C12CC3CC(CC(O)(C3)C1)C2
  LMPTP block = -0.7
  STEP inh = -1
  Scp1 inh = -4
  SUMO1-SIM PPI = -3
  NRP1-CendR mod = -6
  TbMetRS inhib = -0.4
  MsrA inh = -0.3
  DNMT1 block = -3
  MsrA act = -3
  E coli Lon inh = -7

(20) COc1cc(/C=C/CN2CCN(Cc3ccc(C)o3)C(CCO)C2)ccc1O (centres undefined)
  LMPTP block = 2.2
  STEP inh = 0
  Scp1 inh = -2
  SUMO1-SIM PPI = -2
  NRP1-CendR mod = 4
  TbMetRS inhib = -0.9
  MsrA inh = 0.0
  DNMT1 block = -3
  MsrA act = -6
  E coli Lon inh = -9

(26) O=C(O)C1CCCN1S(=O)(=O)c1cc(Cl)ccc1Cl (centres undefined)
  LMPTP block = -3.3
  STEP inh = 2
  Scp1 inh = -1
  SUMO1-SIM PPI = 3
  NRP1-CendR mod = 17
  TbMetRS inhib = -0.2
  MsrA inh = 0.3
  DNMT1 block = 1
  MsrA act = -1
  E coli Lon inh = 3

(16) N#C/C(=C\c1c(Oc2ccc(Cl)cc2)nc2ccccn2c1=O)C(=O)NC1CCS(=O)(=O)C1 (centres undefined)
  LMPTP block = -0.5
  STEP inh = -1
  Scp1 inh = -2
  SUMO1-SIM PPI = -37
  NRP1-CendR mod = -5
  TbMetRS inhib = -0.6
  MsrA inh = 1.5
  DNMT1 block = 1
  MsrA act = -8
  E coli Lon inh = 4

# (more compounds)
nr | SMILES | LMPTP block | STEP inh | Scp1 inh | SUMO1-SIM PPI | NRP1-CendR mod | TbMetRS inhib | MsrA inh | DNMT1 block | MsrA act | E coli Lon inh
33 | CC[N+](CC)(CC)CCOc1cccc(OCC[N+](CC)(CC)CC)c1OCC[N+](CC)(CC)CC | -5.8 | 0 | 96* | -13 | -14 | -1.3 | x | -2 | -1 | -13
34 | O=C(CCc1nnc(CCCCc2ccccc2)o1)NCCCc1cccnc1 | 0.5 | 2 | -11 | 1 | -4 | 0.6 | 1.0 | 3 | -3 | 3
35 | CC(C)(C)c1ccc(C(=O)N2[C@H](COCc3ccccc3)C=CS2(=O)=O)cc1 | 2.2 | -2 | x | 4 | -10 | -1.1 | 0.9 | 5 | -10 | -4
36 | Cc1cc(C)c(NC(=O)CSc2nnc(CN3CCOCC3)n2C)c(C)c1 | -0.9 | -1 | 1 | 6 | 3 | 0.3 | -0.3 | 6 | -2 | -3
37 | COc1ccc(-n2c(N)c(C(=O)NCc3ccco3)c3nc4ccccc4nc32)cc1OC | 0.6 | 2 | -1 | -7 | -16 | -0.1 | 0.3 | -9 | -3 | -9
38 | Cc1[nH]c2ccccc2c(=O)c1CNCc1ccccc1 | 0.2 | -2 | x | -2 | 6 | 0.6 | 1.8 | 8 | -12 | 10
